# TGFb inhibitor: TGF-b pathway inhibition | HepG2 CAGA-GFP TGF-b/SMAD3 reporter, GFP fluorescence, 18 h; TGF-beta stimulated, 500 pg/mL final | Potency, µM (series often up to 46.1 µM), inactives show at the highest dose activity, negative = inhibition, hits mostly inhibitors | actives 1.2% (n = 410,000) | AID 588855; note: potency is the fitted concentration of half-maximal effect; % is set by controls: 0 for no effect and ±100 for the full control effect; nearly all actives have a fitted effect of over 65% in size
#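 Read-out: total well GFP (ex488/em500-530) summed from mean per-cell fluorescence. Cells: HEPG2 CAGA-GFP, 1% FBS DMEM, 18 h at 37 degrees C with 500 pg/mL final TGF-beta. Unstimulated wells served as the full-inhibition control; stimulated DMSO wells = 0%.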
# Akt phos inh: Akt phosphorylation inhibition. activity change, % for hits at 50 µM. Neuro2A IGF-stimulated pAkt S473 HTRF, 20 min; hits give low values. actives 0.32% (n = 360,000); in the data active = activity change below about -80%; inconclusive = mostly about -51% to -80%; note: % is set by controls: 0 for no effect and ±100 for the full control effect
#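 Neuro2A cells in DMEM with 0.5% FBS, overnight at 37 deg C, given compound at single 50 µM final, then IGF (6 nM final) for 20 min at 37 deg C. Lysed; phospho-Akt Ser473 by HTRF after 24 h, 665/615 ratio.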
# Nrf2 activator: activates Nrf2 signaling. AREc32 ARE-luciferase reporter (MCF7-derived line), luminescence, 24 h. Potency, µM (titrated, usually from 46.1 µM), for inactives: top-dose activation, actives largely listed as activators. actives 0.31% (n = 410,000). AID 624171; note: potency is the fitted concentration of half-maximal effect; % of control where 0% means no effect; nearly all actives have a fitted effect of over 65% in size
#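 AREc32_Fluc, 1000 cells/well, OPTI-MEM + 5% FBS, o/n 37 deg C 5% CO2; 23 nL cpd by pin tool, 24 hr; Steady-Glo 30 min RT, luminescence.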
# Mm-Cpn inhibitor: blocks the Methanococcus maripaludis chaperonin Mm-Cpn. purified Mm-Cpn ATPase, ADP Transcreener TR-FRET. Potency, µM (highest dose often 76.9 µM), inactives show at the top dose activity, negative = inhibition, hits mostly inhibitors. actives 0.031% (n = 330,000). AID 504842; note: potency is the fitted concentration of half-maximal effect; % is set by controls: 0 for no effect and ±100 for the full control effect; nearly all actives have a fitted effect of over 80% in size
#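 Compound-treated chaperonin, 25 nM final, turns over 10 uM ATP at 37°C for 30 min following a 10 min preincubation; ADP generated competes with ADP-d2 for Eu-cryptate antibody, lowering FRET.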
# Nrf2 inh: Nrf2 pathway inhibition | Potency, µM (doses to about 46 µM), inactives show top-dose activity change, negative = inhibition, usual class: inhibitors | AID 504444 | A549 ARE-Fluc reporter, luciferase luminescence, 18-24 h | actives 2.1% (n = 360,000); note: potency is the fitted concentration of half-maximal effect; % is set by controls: 0 for no effect and ±100 for the full control effect; nearly all actives have a fitted effect of over 60% in size
#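 Concentration-response testing used A549 ARE_Fluc cells at 5000 cells/well. Following an 18-24 h compound incubation, viability was read by fluorescence (Ex 405/Em 525) and luciferase output by luminescence.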
# EPAC2 antagonist: EPAC2 (human) antagonism | AID 720708 | Q8WZA2 | Potency, µM (series often up to 114 µM), without a hit: top-dose activity, negative = inhibition, usual class: inhibitors | actives 0.18% (n = 360,000) | EPAC2 GEF exchange of Rap1B-BODIPY-GDP, fluorescence; note: potency is the fitted concentration of half-maximal effect; % is set by controls: 0 for no effect and ±100 for the full control effect; nearly all actives have a fitted effect of over 45% in size; many of its hits are not listed in these tables
# Target sequence (Q8WZA2 whole entry, looked up): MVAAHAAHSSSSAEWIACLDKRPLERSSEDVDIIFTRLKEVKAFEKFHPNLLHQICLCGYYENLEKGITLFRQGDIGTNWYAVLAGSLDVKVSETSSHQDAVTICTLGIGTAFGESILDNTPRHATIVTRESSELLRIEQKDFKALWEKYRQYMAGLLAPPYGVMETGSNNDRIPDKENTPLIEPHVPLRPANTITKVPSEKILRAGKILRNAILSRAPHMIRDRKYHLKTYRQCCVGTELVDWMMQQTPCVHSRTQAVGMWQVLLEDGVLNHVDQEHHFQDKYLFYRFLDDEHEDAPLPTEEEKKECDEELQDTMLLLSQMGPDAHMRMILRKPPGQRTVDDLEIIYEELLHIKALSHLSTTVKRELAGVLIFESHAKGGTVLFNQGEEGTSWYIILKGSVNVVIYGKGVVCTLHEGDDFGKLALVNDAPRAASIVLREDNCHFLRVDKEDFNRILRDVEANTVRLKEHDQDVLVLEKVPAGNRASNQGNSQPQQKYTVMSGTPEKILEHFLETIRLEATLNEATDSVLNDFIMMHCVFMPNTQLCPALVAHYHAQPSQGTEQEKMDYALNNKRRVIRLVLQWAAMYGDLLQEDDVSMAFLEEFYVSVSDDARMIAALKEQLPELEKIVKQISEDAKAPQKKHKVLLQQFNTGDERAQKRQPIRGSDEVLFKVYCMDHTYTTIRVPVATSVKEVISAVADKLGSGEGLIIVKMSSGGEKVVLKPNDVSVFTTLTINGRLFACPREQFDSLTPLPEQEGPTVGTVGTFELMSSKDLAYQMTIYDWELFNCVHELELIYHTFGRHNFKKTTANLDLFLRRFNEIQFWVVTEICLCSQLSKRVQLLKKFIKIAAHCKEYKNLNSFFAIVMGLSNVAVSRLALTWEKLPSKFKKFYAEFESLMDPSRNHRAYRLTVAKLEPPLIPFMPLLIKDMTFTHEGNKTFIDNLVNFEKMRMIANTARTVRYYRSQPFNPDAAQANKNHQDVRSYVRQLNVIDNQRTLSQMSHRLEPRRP
# CCT modulator: changes cytosolic chaperonin activity | actives 0.3% (n = 360,000) | activity change, % (test concentration not listed), hits read low | purified chaperonin ATPase assay, HTRF ADP detection, 30 min; in the data active = activity change below about -30%; note: % is set by controls: 0 for no effect and ±100 for the full control effect
#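 First, chaperonin was dispensed at 40 nM or 20 nM final depending on batch activity. Next, compounds were pinned at 76 uM and ATP added at 10 uM. After 30 min at 37 °C, ADP detection reagents ran 30 min at ambient temperature.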
# A549 tox: kills or reduces viability of A549 cells in Nrf2 counter-screen. A549 ARE-Fluc cells, CellTiter-Fluor viability, 18-24 h. Potency, µM (series often up to 46 µM), inactives show at the highest dose activity change, negative = cytotoxicity, most hits filed as inhibitors. actives 0.16% (n = 390,000); note: potency is the fitted concentration of half-maximal effect; % is set by controls: 0 for no effect and ±100 for the full control effect
#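 Cytotoxicity counterscreen: CellTiter-Fluor fluorescence was measured in A549 ARE_Fluc cells after 18-24 h of compound exposure in a concentration series. The subsequent BugLite luminescent read reports ARE-luciferase activity.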
# EPAC2 agonist: EPAC2 (human) agonism | EPAC2 activation, biochemical qHTS; response scale: 100% = 6.5 mM cAMP response | Potency, µM (series often up to 154 µM), without a hit: at the top dose activation, actives largely listed as activators | actives 0.079% (n = 360,000); note: potency is the fitted concentration of half-maximal effect; nearly all actives have a fitted effect of over 50% in size
#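 Each well held 100 nM EPAC2, 250 nM RAP1B-BODIPY-GDP and 50 uM GDP. Fluorescence, read at 5-min intervals to 30 min, was referenced to a 6.5 mM cAMP positive control.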
# The depositor's hits bear a star; i = inactive; ? = inconclusive; · = no result given; & = joins results of further samples; [ ] = remark or other dose. Unless noted, calls come from the whole dose curve; as a rule, active = well fitted curve in the direction sought with a large enough effect; inconclusive = small, poorly fitted or top-dose-only effect, or another doubt; inactive = no such curve, though single readings can be large; an effect the other way counts as inactive or inconclusive.
SMILES,TGFb inhibitor,Akt phos inh,Nrf2 activator,Mm-Cpn inhibitor,Nrf2 inh,EPAC2 antagonist,CCT modulator,A549 tox,EPAC2 agonist
O=C(NCc1ccccc1)Nc1cc(Cl)ccc1Cl,-8%,i,-0.5%,-7%,7%,1%,0.0,1%,7%
COc1ccc(Oc2c(C)oc3c(CN(C)C)c(O)ccc3c2=O)cc1,-25%,i,-0.8%,0%,16%,1%,0.3,-2%,-1%
CCc1ccc2c(c1)C(NC(C)=O)C(=O)N2CC (configuration not stated),-36%,i,-0.7%,0%,9%,4%,-0.4,-2%,-2%
COc1ccc2c(CN3CCOCC3)cc(=O)oc2c1,-4%,i,0.1%,·,·,-7%,-1.2,·,1%
CCC(Nc1ccc(OC)cc1)C(=O)N/N=C/c1ccc([N+](=O)[O-])cc1 (configuration not stated),-1%,i,1.0%,-3%,11%,3%,-4.3,-4%,-2%
CC(Oc1ccc(Cl)cc1)c1ccnn1S(C)(=O)=O (configuration not stated),10%,i,0.7%,0%,-10%,-2%,1.2,-4%,2%
CCN(c1ccccc1)S(=O)(=O)c1ccc(C(=O)N2CCN(c3ccccc3F)CC2)cc1,-25%,i,0.1%,·,·,-4%,-0.4,·,15%
Nc1c(C(=O)CSc2n[nH]c(-c3ccccc3Br)n2)c(=O)[nH]c(=O)n1C1CC1,-16%,i,0.1%,1%,1%,16%,0.7,-8%,1%
O=C(Cc1cc(=O)[nH]c(=O)[nH]1)N1CCN(C(=O)c2ccco2)CC1,1%,i,-0.8%,2%,17%,4%,-1.6,-5%,9%
COc1ccc(C(C)(C)C)cc1S(=O)(=O)N1CCC(C(N)=O)CC1,6%,i,-0.8%,1%,-9%,-2%,-3.4,6%,-1%
OC(CNC1CCCCC1)COCCOc1ccc(Br)cc1 (configuration not stated),?,i,5.4%,1%,9%,18%,1.7,11%,3%
Cc1cccc(CC(=O)Nc2ccc(C(=O)N3CCOCC3)cc2)c1,-7%,i,0.3%,-6%,4%,4%,-2.6,-5%,10%
COc1ccc(-c2csc(N3C(=O)CNC3=S)n2)cc1,?,i,0.7%,-2%,?,12%,0.4,1%,2%
CCN1CCN(c2ccc(NC(=O)c3cccc(N4CCCC4=O)c3)cc2)CC1,-1%,i,2.4%,0%,?,4%,0.4,0%,0%
CNS(=O)(=O)c1cc(Cl)ccc1Sc1ccccc1C(=O)O,5%,i,0.0%,-1%,4%,-1%,-3.7,-2%,10%
Nc1cc(Cl)ccc1N1CCCC1,4%,i,-0.5%,4%,-2%,-9%,0.4,1%,20%
COc1ccc(NC(=S)N(CCCOC(C)C)C2CCN(C(C)=O)CC2)cc1Cl,-12%,i,3.8%,-2%,?,-12%,1.8,-5%,-15%
Cc1ccc(S(=O)(=O)C(F)(F)F)cc1NC(=O)c1cccnc1,2%,i,-0.3%,0%,-4%,-1%,0.4,-6%,3%
Cc1[nH]c2ccccc2c1C(=O)CSc1ccc(Cl)cc1,-24%,i,5.4%,-6%,15%,2%,-3.3,-2%,-4%
CCC(=O)N1CCc2cc(S(=O)(=O)NCCC(=O)Nc3ccc(OC)cc3)ccc21,9%,i,-0.4%,0%,7%,-6%,-0.3,-2%,-1%
Fc1ccc(Cn2c(SCc3ccc(F)c(F)c3)nnc2C(F)(F)F)cc1,-25%,i,1.6%,1%,·,-15%,0.5,4%,3%
CCOc1cc(S(=O)(=O)N2CCCCC2)ccc1Cl,22%,i,3.2%,-2%,-16%,-28%,-4.2,2%,17%
CN(C(=O)c1ccc(N2CCOCC2)c([N+](=O)[O-])c1)C1CCCCC1,-3%,i,0.3%,-1%,0%,5%,4.3,1%,5%
CCOC(=O)c1sc(NC(=O)CSCc2c(C)noc2C)nc1C,3%,i,-0.6%,-2%,0%,3%,-1.2,1%,3%
CC(C)COC(=O)N(C)C[C@@H]1OCc2cnnn2CCCC(=O)N([C@@H](C)CO)C[C@@H]1C,21%,i,-0.4%,·,·,-4%,1.6,·,-9%
CN(Cc1cnn(C)c1)C(=O)C1CCC(=O)N(C2CCCCCC2)C1 (configuration not stated),3%,i,-0.2%,0%,5%,5%,-2.9,-1%,3%
Cc1cc(NC(=O)CSc2nc(CCC3CCCC3)nc3ccccc23)no1,-2%,i,13%,-5%,?,-1%,0.8,0%,-16%
C=CCC(c1ccccc1F)N(CCN1CCOCC1)C(=O)Nc1cccc(Cl)c1 (configuration not stated),0%,·,0.1%,0%,5%,-18%,-1.4,-15%,16%
O=C(NCC1CCN(Cc2cccc(Cl)c2)CC1)c1cc2ccc3cccnc3c2[nH]1,7%,·,0.4%,·,?,·,·,2%,·
O=S(=O)(c1cccs1)N1CCN(c2ccc(F)cc2)CC1,-1%,i,0.3%,-2%,?,-11%,-4.0,0%,24%
CC(=O)c1cccc(N(CC(=O)N2CCOCC2)S(C)(=O)=O)c1,-1%,i,-0.6%,0%,3%,12%,2.7,10%,2%
CN(C)S(=O)(=O)c1ccc2c(c1)N(CC(=O)Nc1ccc(OC(F)(F)F)cc1)C(=O)CS2,?,·,8.6%,·,?,·,·,-7%,·
C=CCn1c(SCC(=O)N2CCCCCC2)nc2ccccc2c1=O,-5%,i,0.6%,1%,?,1%,-1.6,-3%,6%
COc1cccc(N2CCN(C(=O)CN(C)S(=O)(=O)c3ccc4c(c3)CCC(=O)N4)CC2)c1,1%,i,1.2%,0%,-8%,5%,3.8,1%,6%
CSc1nc2ccc(NS(=O)(=O)c3ccc(CNC(C)=O)cc3)cc2s1,-10%,i,-0.2%,-1%,?,-5%,1.1,-4%,4%
CCC1COCCS(=O)(=O)N1Cc1ccc(F)cc1 (configuration not stated),-1%&6%,i,0.1%,1%,-1%,-5%,0.2,-2%,1%
CN(C)c1oc(-c2ccccc2[N+](=O)[O-])nc1C#N,-13%,i,0.6%,-1%,8%,10%,1.2,-2%,8%
COc1ccc(C(C)NC(=S)NCc2ccc(F)cc2)cc1OC (configuration not stated),1%,i,-0.3%,1%,0%,-9%,1.9,4%,6%
O=C(O)CSc1cccc[n+]1[O-],10%,i,-0.2%,·,3%,-6%[57.1 µM],-0.9,-5%,3%
O=c1cc(CNc2cc(Cl)ccc2Cl)nc2sccn12,11%,i,9.7%,1%,19%,4%,-1.5,-1%,10%
Cc1ccc(N(C(=O)c2ccccc2Cl)C2=NC(C)CS2)c(C)c1 (configuration not stated),-16%,i,0.7%,-2%,?,?,-4.4,0%,4%
Cc1cccc(C)c1NC(=O)c1nc(SC(C)C)ncc1Cl,-19%,·,0.0%,·,?,·,·,10%,·
CCCCn1nc(C(=O)Nc2ccccc2N2CCCC2)c2ccccc2c1=O,-1%,i,0.8%,-3%,?,-15%,-0.4,?,1%
O=[N+]([O-])c1cc(-c2nc(-c3ccccc3)no2)ccc1NCc1cccnc1,?,·,?,·,?,·,·,-15%,·
COc1ccc(C(=O)/C=C/Nc2ccc(S(=O)(=O)Nc3nc(C)cc(C)n3)cc2)c(OC)c1,5%,i,0.4%,0%,-28%,-1%,-0.8,-3%,8%
Cn1cc(Br)c(C(=O)Nc2sc3c(c2C#N)CCC3)n1,-12%,i,4.5%,-2%,-5%,4%,0.7,3%,3%
Cc1c2c(c(C)n1C)C(C(=O)NC1CCCCC1)N(Cc1ccccc1)C2=O (configuration not stated),-25%,i,-0.3%,3%,5%,8%,3.1,-1%,-8%
Cc1nnc(SCC(=O)N2CC(=O)Nc3ccccc32)s1,-1%,i,-0.7%,-1%,0%,-3%,-1.3,5%,-1%
O=C(O)C1=C[C@@H](c2ccc3c(c2)OCO3)C[C@@H](OCCCCO)O1,-10%,i,2.0%,·,4%,-6%,1.7,0%,-4%
Cc1ccc(OCc2nc(-c3ccc(C(=O)N4CCN(c5ccccc5F)CC4)cc3)oc2C)cc1,-17%,·,0.6%,·,-7%,·,·,17%,·
CC(NC(=O)CNC(=O)c1ccc2c(c1)OCO2)c1ccc(S(N)(=O)=O)cc1 (configuration not stated),3%,i,-1.6%,0%,8%,-8%,0.2,5%,8%
Cc1ccc(NC(=O)CCN2CC(C)OC(C)C2)cc1C (configuration not stated),-19%,i,-0.9%,1%,0%,10%,0.2,-4%,-7%
CN(CC(=O)NCc1ccccc1Cl)CC(=O)Nc1ccccc1Br,-3%,i,0.8%,-3%,10%,-3%,-20,1%,11%
COc1ccc(-n2cc(CNC3CCOCC3)c(-c3cccc(F)c3)n2)cc1,-1%,i,6.4%,-1%,?,-11%,-0.9,?,-7%
O=C(N/N=C/c1ccccc1)c1c(O)c2ccccc2[nH]c1=O,2%,i,7.3%,-2%,?,12%,-0.5,-26%,-5%
O=C1Nc2ccc(S(=O)(=O)NCc3ccco3)c3cccc1c23,14%,i,22%,·,4%,-6%,-3.8,-11%,4%
Cc1ccc2nc(CSc3nc(C)cc(C)c3C#N)[nH]c2c1,-2%,i,6.1%,-15%,?,-5%,-0.1,-6%,5%
O=C(N1CCOCC1)C12CC3CC(C1)CC(c1ccccc1)(C3)C2,-6%,·,0.0%,-1%,-17%,3%,-4.9,-4%,7%
COc1ccc(S(=O)(=O)N2CCCCC2)cc1C(=O)Nc1cc(C)on1,0%,i,0.2%,0%,-21%,-1%,-1.1,-1%,6%
O=C(Nc1ccc(F)cc1)C(=O)C1C(=O)Nc2ccccc21 (configuration not stated),-8%,i,0.0%,-1%,12%,44%[activator],-0.4,0%,-2%

# A portion of the library; rates above refer to the full screens.
